ABCB1 inh = inhibitors of human ABCB1 transporter, ABCG2 counter-screen | inhibition, % at 6.6 µM | AID 1326 | P08183 | hit rate 0.067% among 190,000 | CCRF-Adr cells, JC-1 efflux, flow cytometry; in the data active = inhibition above about 40%;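 note: 0% = vehicle and 100% = reference inhibitor; higher value means more JC-1 retained so stronger ABCB1 efflux block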
Bim-Bcl-B = inhibitors of Bim-Bcl-B interaction, human; Q9HD36; bead-based flow cytometry, Bim peptide-Bcl-B binding; inhibition, % at 10 µM; hit rate 0.073% among 190,000; AID 951;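 note: 0% = tracer peptide without compound and 100% = reference inhibitor peptide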
RGS7-Gao reg = modulates binding of RGS7 to human Galphao | Multiplexed bead flow cytometry; actives lie on both sides | binding response (% of control), % at 10 µM | P09471 | hit rate 0.35% among 220,000; in the data active = binding response below about 49% or above about 150%; inconclusive = no clear call, values can overlap the other calls; inactive = in between;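 note: fluorescent Galphao held in activated GDP-AlF4 state binding bead-coupled RGS7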
Target sequence (P09471 whole entry, looked up): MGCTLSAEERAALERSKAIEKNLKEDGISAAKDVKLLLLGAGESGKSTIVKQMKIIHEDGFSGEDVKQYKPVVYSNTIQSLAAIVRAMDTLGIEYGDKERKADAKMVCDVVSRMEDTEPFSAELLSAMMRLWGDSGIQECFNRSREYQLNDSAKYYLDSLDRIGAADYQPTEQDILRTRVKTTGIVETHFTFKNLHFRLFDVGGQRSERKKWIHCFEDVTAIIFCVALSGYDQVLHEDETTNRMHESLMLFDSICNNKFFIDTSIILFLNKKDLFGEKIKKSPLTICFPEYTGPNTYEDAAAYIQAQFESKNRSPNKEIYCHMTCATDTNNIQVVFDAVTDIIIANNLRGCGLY
ABCG2 block = inhibitors of human ABCG2 transporter, ABCB1 counter-screen. Q9UNQ0. IgMXP3 cells, JC-1 efflux, flow cytometry. inhibition, % at 6.6 µM. hit rate 0.1% among 190,000. AID 1325;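 active = inhibition above 80%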;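 note: 0% = DMSO and 100% = nicardipine control wells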
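System: two drug-resistant human cell lines, ABCG2 and ABCB1; controls: nicardipine high and DMSO low controls; times: 10 min exposure at 25 °C with rotation, no wash; detection: flow cytometry of retained JC-1 fluorescence; read-out basis: percent efflux inhibition, scaled nicardipine 100% to DMSO 0%; doses: one concentration, 6.6 µM final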
Bfl-1 Bim block = inhibitors of Bim-Bfl-1 interaction, human | Q16548 | Bead-based flow cytometry, Bim-Bfl-1 binding inhibition | inhibition, % at 10 µM | hit rate 0.12% among 190,000;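 note: 0% = wells without compound plus tracer and 100% = blocker peptide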
Bim-Bcl-XL = inhibitors of Bim-Bcl-XL interaction, human. Q07817. hit rate 0.04% among 190,000. inhibition, % at 10 µM. Bim peptide-Bcl-XL binding, bead flow cytometry, fluorescence
Bim-Bcl-W = inhibitors of Bim-Bcl-W interaction, human; hit rate 0.02% among 190,000; inhibition, % at 10 µM; AID 952; bead-based flow cytometry, Bim peptide-Bcl-W binding;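 note: 0% = bound tracer without compound and 100% = peptide blocker; higher means less fluorescent Bim peptide bound to Bcl-W beads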
Target sequence (Q92843 whole entry, looked up): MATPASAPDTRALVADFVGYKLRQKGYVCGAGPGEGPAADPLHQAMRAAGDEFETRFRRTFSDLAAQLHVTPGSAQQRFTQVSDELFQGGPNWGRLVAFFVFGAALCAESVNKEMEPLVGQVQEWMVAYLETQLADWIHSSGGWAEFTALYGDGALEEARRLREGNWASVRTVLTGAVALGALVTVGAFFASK
Bcl-2 Bim block = inhibitors of Bim-Bcl-2 interaction, human; P10415; Bead-based flow cytometry, Bim peptide-Bcl-2 binding; inhibition, % at 10 µM; hit rate 0.06% among 190,000; in the data active = inhibition above about 40%; inconclusive = no clear call, values can overlap the other calls;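 note: 0% = no compound wells with probe peptide and 100% = reference peptide inhibitor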
Bim-Mcl-1 = disrupts Bim peptide binding to human Mcl-1; Q07820; Bead-based flow cytometry, Bim peptide-Mcl-1 binding; inhibition, % at 10 µM; hit rate 0.1% among 190,000; AID 1009;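 note: 0% = no compound tracer wells and 100% = peptide blocker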
Target sequence (Q07820 whole entry, looked up): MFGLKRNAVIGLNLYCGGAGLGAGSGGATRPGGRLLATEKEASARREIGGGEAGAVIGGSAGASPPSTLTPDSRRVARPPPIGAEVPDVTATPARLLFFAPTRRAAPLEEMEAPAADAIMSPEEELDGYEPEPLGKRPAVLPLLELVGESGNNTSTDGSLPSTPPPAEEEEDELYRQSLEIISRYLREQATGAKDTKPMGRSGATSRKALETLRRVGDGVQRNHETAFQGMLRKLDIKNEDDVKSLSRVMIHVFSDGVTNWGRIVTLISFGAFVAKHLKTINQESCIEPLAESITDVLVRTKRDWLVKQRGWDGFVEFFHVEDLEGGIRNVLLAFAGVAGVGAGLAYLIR
RGS8-Gao = modulates binding of RGS8 to human Galphao; response (percent of control binding), % at 10 µM; hit rate 0.34% among 220,000; multiplexed bead flow cytometry; actives lie on both sides; AID 1423; P09471; in the data active = response below about 60% or above about 140%; inactive = in between;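 note: Galphao activated as the GDP aluminium fluoride complex binding bead-coupled RGS8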
RGS4-Gao reg = human RGS4-Galphao interaction regulation | hit rate 0.33% among 220,000 | binding response (% of control), % at 10 µM | Multiplexed bead flow cytometry, RGS4-Galphao binding; actives lie on both sides | AID 1415; in the data active = binding response below about 49% or above about 150%; inactive = in between;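 note: fluorescent Galphao activated with aluminum fluoride binding bead-coupled RGS4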
Active calls of the source: *. Cut-off read from the data, not from the text of the source, unless noted: active = inhibition above about 40%.

Cn1c(SCc2ccon2)nc2ccccc2c1=O was read as ABCB1 inh -1.4, Bim-Bcl-B -8, RGS7-Gao reg 108, ABCG2 block 4, Bfl-1 Bim block -12, Bim-Bcl-XL -4, Bim-Bcl-W -2, Bcl-2 Bim block -11, Bim-Mcl-1 0, RGS8-Gao 103 and RGS4-Gao reg 108.
Cc1occc1-c1n[nH]c(=S)n1-c1ccccc1 was read as ABCB1 inh 0.1, Bim-Bcl-B -10, RGS7-Gao reg 104, ABCG2 block 2, Bfl-1 Bim block 1, Bim-Bcl-XL -4, Bim-Bcl-W 0, Bcl-2 Bim block -1, Bim-Mcl-1 -4, RGS8-Gao 102 and RGS4-Gao reg 104.
For COc1cc(OC)c(NC(=S)Nc2cccc(C(C)=O)c2)cc1Cl the results were ABCB1 inh 0.7, Bim-Bcl-B -8, RGS7-Gao reg 107, ABCG2 block 3, Bfl-1 Bim block 2, Bim-Bcl-XL 0, Bim-Bcl-W -2, Bcl-2 Bim block -5, Bim-Mcl-1 -6, RGS8-Gao 102 and RGS4-Gao reg 103.
Screening CCCCN1C(=O)NC(NC(=O)C2CC2)(C(F)(F)F)C1=O (stereo unspecified) returned ABCB1 inh 1.1, Bim-Bcl-B -3, RGS7-Gao reg 94, ABCG2 block 3, Bfl-1 Bim block -2, Bim-Bcl-XL -2, Bim-Bcl-W 0, Bcl-2 Bim block 0, Bim-Mcl-1 1, RGS8-Gao 102 and RGS4-Gao reg 96.
`Cc1ccccc1NC1c2ccccc2C(=O)N1Cc1ccco1` (stereo unspecified) gave ABCB1 inh -0.8, Bim-Bcl-B 5, RGS7-Gao reg 92, ABCG2 block 1, Bfl-1 Bim block 6, Bim-Bcl-XL 10, Bim-Bcl-W 7, Bcl-2 Bim block 1, Bim-Mcl-1 8, RGS8-Gao 87 and RGS4-Gao reg 93.
COc1ccccc1OCCNC(=O)/C=C/c1ccc([N+](=O)[O-])cc1 was read as ABCB1 inh 1.6, Bim-Bcl-B -2, RGS7-Gao reg 102, ABCG2 block 22, Bfl-1 Bim block 0, Bim-Bcl-XL -3, Bim-Bcl-W -1, Bcl-2 Bim block 0, Bim-Mcl-1 1, RGS8-Gao 104 and RGS4-Gao reg 106.
CCOc1ccc(NC(=O)Cc2c(O)c3ccccc3[nH]c2=O)cc1 was read as ABCB1 inh 0.6, Bim-Bcl-B -8, RGS7-Gao reg 101, ABCG2 block 8, Bfl-1 Bim block -12, Bim-Bcl-XL 0, Bim-Bcl-W -3, Bcl-2 Bim block -10, Bim-Mcl-1 0, RGS8-Gao 101 and RGS4-Gao reg 104.
Screening Cc1ccc(CCNC(=O)C2CCCN(S(=O)(=O)c3c(C)noc3C)C2)cc1 (stereo unspecified) returned ABCB1 inh 1.6, Bim-Bcl-B -1, RGS7-Gao reg 98, ABCG2 block 4, Bfl-1 Bim block 0, Bim-Bcl-XL 0, Bim-Bcl-W 1, Bcl-2 Bim block 0, Bim-Mcl-1 1, RGS8-Gao 103 and RGS4-Gao reg 100.
`O=c1c(Cc2ccc(Cl)cc2Cl)c(O)ccn1Cc1ccc(Cl)cc1` gave ABCB1 inh 0.3, Bim-Bcl-B 0, RGS7-Gao reg 97, ABCG2 block 2, Bfl-1 Bim block -1, Bim-Bcl-XL 0, Bim-Bcl-W 0, Bcl-2 Bim block 0, Bim-Mcl-1 0, RGS8-Gao 100 and RGS4-Gao reg 98.
Screening Cc1c2ccccc2nc2c(F)c(NC(C)C)c(F)c(F)c12 returned ABCB1 inh 0.6, Bim-Bcl-B 10, RGS7-Gao reg 107, ABCG2 block 1, Bfl-1 Bim block 0, Bim-Bcl-XL 5, Bim-Bcl-W 6, Bcl-2 Bim block 1, Bim-Mcl-1 -1, RGS8-Gao 101 and RGS4-Gao reg 106.
`COc1cc(C(=O)Nc2nc(C)c(Cc3ccc4c(c3)OCO4)s2)cc(OC)c1OC` gave ABCB1 inh 1.6, Bim-Bcl-B -33, RGS7-Gao reg 136, ABCG2 block 9, Bfl-1 Bim block 19, Bim-Bcl-XL -13, Bim-Bcl-W -1, Bcl-2 Bim block 0, Bim-Mcl-1 -10, RGS8-Gao 84 and RGS4-Gao reg 97.
Cc1cccc(Cn2cccc2/C=C2/C(=N)N3C=CSC3=NC2=O)c1 was read as ABCB1 inh 11, Bim-Bcl-B -2, RGS7-Gao reg 92, ABCG2 block 8, Bfl-1 Bim block -1, Bim-Bcl-XL -4, Bim-Bcl-W -1, Bcl-2 Bim block -1, Bim-Mcl-1 -6, RGS8-Gao 104 and RGS4-Gao reg 91.
For O=[N+]([O-])c1ccccc1S(=O)(=O)NCc1cccnc1 the results were ABCB1 inh 0.4, Bim-Bcl-B -1, RGS7-Gao reg 92, ABCG2 block 0, Bfl-1 Bim block -7, Bim-Bcl-XL -3, Bim-Bcl-W 0, Bcl-2 Bim block -4, Bim-Mcl-1 -1, RGS8-Gao 101 and RGS4-Gao reg 97.
`Cc1ccc(NC2=NCC(=O)N2Cc2ccccc2)c(C)c1` gave ABCB1 inh 0.0, Bim-Bcl-B 4, RGS7-Gao reg 102, ABCG2 block 0, Bfl-1 Bim block 0, Bim-Bcl-XL 3, Bim-Bcl-W 3, Bcl-2 Bim block 10, Bim-Mcl-1 2, RGS8-Gao 103 and RGS4-Gao reg 104.
For COC(=O)c1c(NC(=O)CSc2n[nH]c(N)n2)sc(C)c1C the results were ABCB1 inh 0.2, Bim-Bcl-B 0, RGS7-Gao reg 100, ABCG2 block 1, Bfl-1 Bim block -1, Bim-Bcl-XL -1, Bim-Bcl-W -1, Bcl-2 Bim block 0, Bim-Mcl-1 -4, RGS8-Gao 99 and RGS4-Gao reg 94.
`CSCCC(N=CC1=C(O)CC(C)(C)CC1=O)C(=O)O` (stereo unspecified) gave ABCB1 inh 0.8, Bim-Bcl-B -5, RGS7-Gao reg 83, ABCG2 block 9, Bfl-1 Bim block -9, Bim-Bcl-XL -8, Bim-Bcl-W -3, Bcl-2 Bim block -10, Bim-Mcl-1 -3, RGS8-Gao 97 and RGS4-Gao reg 82.
COc1cc(/C=N/Nc2ccc(C(F)(F)F)cn2)ccc1O was read as ABCB1 inh 0.7, Bim-Bcl-B -6, RGS7-Gao reg 102, ABCG2 block 0, Bfl-1 Bim block -7, Bim-Bcl-XL 0, Bim-Bcl-W 0, Bcl-2 Bim block 0, Bim-Mcl-1 -2, RGS8-Gao 100 and RGS4-Gao reg 100.
`Cc1cc(C(=O)OCC(=O)N2CCOCC2)ccc1[N+](=O)[O-]` gave ABCB1 inh 3.9, Bim-Bcl-B -3, RGS7-Gao reg 99, ABCG2 block 0, Bfl-1 Bim block -6, Bim-Bcl-XL -3, Bim-Bcl-W -1, Bcl-2 Bim block -5, Bim-Mcl-1 -1, RGS8-Gao 102 and RGS4-Gao reg 98.
For CCCCC(=O)Nc1ccc(C(=O)Nc2ccc3c(c2)OCO3)cc1 the results were ABCB1 inh -0.1, Bim-Bcl-B -3, RGS7-Gao reg 99, ABCG2 block 2, Bfl-1 Bim block -5, Bim-Bcl-XL -1, Bim-Bcl-W 0, Bcl-2 Bim block -3, Bim-Mcl-1 0, RGS8-Gao 102 and RGS4-Gao reg 99.
Screening CC1=CCC(Cc2nc3ccccc3o2)C1(C)C (stereo unspecified) returned ABCB1 inh 0.2, Bim-Bcl-B -4, RGS7-Gao reg 100, ABCG2 block 1, Bfl-1 Bim block -2, Bim-Bcl-XL 0, Bim-Bcl-W -1, Bcl-2 Bim block -1, Bim-Mcl-1 0, RGS8-Gao 101 and RGS4-Gao reg 100.
`O=C(COc1ccc(F)cc1)N1CCc2ccccc2C1` gave ABCB1 inh 1.3, Bim-Bcl-B -2, RGS7-Gao reg 111, ABCG2 block 10, Bfl-1 Bim block -7, Bim-Bcl-XL 0, Bim-Bcl-W 0, Bcl-2 Bim block -2, Bim-Mcl-1 0, RGS8-Gao 110 and RGS4-Gao reg 107.
`O=C(c1cn(-c2ccccc2)nc1-c1cccs1)N1CCOCC1` gave ABCB1 inh 1.2, Bim-Bcl-B -2, RGS7-Gao reg 97, ABCG2 block 5, Bfl-1 Bim block -3, Bim-Bcl-XL -5, Bim-Bcl-W -4, Bcl-2 Bim block -5, Bim-Mcl-1 -1, RGS8-Gao 98 and RGS4-Gao reg 97.
`O=C(O)C1CC(=O)N(CCc2ccccc2)C1` (stereo unspecified) gave ABCB1 inh 0.6, Bim-Bcl-B 3, RGS7-Gao reg 110, ABCG2 block 2, Bfl-1 Bim block 0, Bim-Bcl-XL 2, Bim-Bcl-W 2, Bcl-2 Bim block 2, Bim-Mcl-1 2, RGS8-Gao 108 and RGS4-Gao reg 113.
`COc1ccc(CC(=O)OCC(=O)Nc2cc(S(=O)(=O)N3CCOCC3)ccc2N2CCCC2)cc1` gave ABCB1 inh 1.5, Bim-Bcl-B 2, RGS7-Gao reg inconclusive, ABCG2 block 3, Bfl-1 Bim block 3, Bim-Bcl-XL -2, Bim-Bcl-W -1, Bcl-2 Bim block 0, Bim-Mcl-1 -4, RGS8-Gao 98 and RGS4-Gao reg 95.
Screening O=C(COC(=O)c1cccc(C(=O)OCC(=O)NC2CC2)n1)NC1CC1 returned ABCB1 inh -0.1, Bim-Bcl-B -2, RGS7-Gao reg inconclusive, ABCG2 block 3, Bfl-1 Bim block -4, Bim-Bcl-XL 2, Bim-Bcl-W 1, Bcl-2 Bim block -2, Bim-Mcl-1 4, RGS8-Gao 102 and RGS4-Gao reg 101.
For Cc1ccc(NC(=O)CN(C)Cc2ccc(F)cc2)c([N+](=O)[O-])c1 the results were ABCB1 inh 1.5, Bim-Bcl-B -7, RGS7-Gao reg 100, ABCG2 block 18, Bfl-1 Bim block -8, Bim-Bcl-XL -8, Bim-Bcl-W -3, Bcl-2 Bim block -9, Bim-Mcl-1 -4, RGS8-Gao 101 and RGS4-Gao reg 101.

Screens (PubChem BioAssay)
